RSV antiviral HEp-2: RSV antiviral activity via CPE protection, HEp-2 cells, primary 10 µM value included (AID 2391) | HEp-2 cells, RSV-induced CPE inhibition; higher % means a stronger effect | one-dose CPE inhibition, % at 10 µM; IC50 in µM for titrated hits | 310,000 compounds, 0.13% hits; in the data active = a potency from the dose series; note: strong numbers were not always called active
WT yeast gro inh: growth inhibition of WT strain, primary screen, mitochondrial fusion inhibitor project, WT and mutant strains, chemical genetic; mitochondrial fusion phenotypic screen; inhibition, % at 10 µM; 190,000 compounds, 2.1% hits; in the data active = inhibition above about 58%; tested in S. cerevisiae
NTR1 agonist: agonists of NTR1, primary screen, imaging, U2OS cells, beta-arrestin-GFP, high content (AID 493036); Neurotensin receptor type 1 (Homo sapiens), P30989; NTR1-U2OS beta-arrestin-GFP spot imaging, agonist mode; 330,000 compounds, 0.17% hits; activation, % at 20 µM;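 active = activation at or above 40% of the spot to cytoplasm intensity ratio, with at least 20 cells analyzed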;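 note: 0% = DMSO without peptide and 100% = 100 nM NTR1 peptide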
Target sequence (P30989 whole entry, looked up): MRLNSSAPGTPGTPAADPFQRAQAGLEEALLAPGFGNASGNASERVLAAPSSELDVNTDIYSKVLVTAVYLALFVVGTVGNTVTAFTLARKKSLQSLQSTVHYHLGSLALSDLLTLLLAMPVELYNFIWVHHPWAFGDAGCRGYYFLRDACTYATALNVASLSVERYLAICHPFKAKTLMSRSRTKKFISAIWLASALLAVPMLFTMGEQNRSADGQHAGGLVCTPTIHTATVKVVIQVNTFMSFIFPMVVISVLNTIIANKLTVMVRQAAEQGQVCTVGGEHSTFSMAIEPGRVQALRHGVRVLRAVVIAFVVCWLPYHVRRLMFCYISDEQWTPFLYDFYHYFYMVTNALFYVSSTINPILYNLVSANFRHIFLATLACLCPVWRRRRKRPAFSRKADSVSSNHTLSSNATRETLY
Dengue-2 NS5 capping: Dengue-2 NS5 methyltransferase inhibitors, primary screen, biochemical, confirmation dose response (AID 588689) | Genome polyprotein (Dengue virus type 2 (strain 16681-PDK53)) | Dengue-2 NS5 methyltransferase capping enzyme assay, biochemical; higher % means a stronger effect | inhibition, % at 25 µM, or IC50 in µM where a hit was titrated | 340,000 compounds, 0.3% hits; in the data active = a potency from the dose series
GPR35 arrestin U2OS: GPR35 antagonists blocking zaprinast-driven arrestin recruitment, primary screen, imaging, U2OS, beta-arrestin-GFP, zaprinast agonist (AID 2058); one-dose inhibition, % at 10 µM; IC50 in µM for titrated hits; U2OS GPR35 beta-arrestin-GFP translocation imaging, zaprinast antagonism; higher % means a stronger effect; G-protein coupled receptor 35 (Homo sapiens); 290,000 compounds, 0.052% hits;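 active = inhibition of at least 50% with at least 30 cells and total cytoplasm GFP at most 10,000,000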
K1F lysis inhibition: inhibition of K1F phage lysis, E. coli UTI89, bacterial capsule biogenesis inhibitors, alamar blue (AID 488966); E. coli UTI89 K1F phage lysis, alamar blue, 2 h; higher % means a stronger effect; inhibition, % at 100 µM; hits with a dose series show IC50 in µM; 340,000 compounds, 0.02% hits;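 active = phage lysis inhibition, versus mean bacterial control, above a set limit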;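 note: capsule biogenesis inhibitors block K1F phage lysis so surviving cells raise fluorescence; higher fluorescence means more inhibition of phage lysis; actives were called in the ten point dose series up to 300 µM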
Autophagy HCS: autophagy modulators in MEF cells, primary screen, imaging, high-content, MEF GFP-LC3; 190,000 compounds, 0.98% hits; calls only at 10 µM (by protocol); MEF GFP-LC3 puncta imaging; test concentration mostly 10 µM; AID 463193, 2010;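 active = percentage of spot-positive cells more than 3 SD above its plate mean, without a fluorescence outlier flag or 80% toxicity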;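 note: spot-positive cell cutoff set from DMSO-treated cells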
AID2073: inhibitors of Mint1-CaV2.2 protein interaction, biochemical, HTRF (AID 2073); Voltage-dependent N-type calcium channel subunit alpha-1B (Homo sapiens); HTRF protein-protein interaction, Mint1-CaV2.2; higher % means a stronger effect; one-dose inhibition, % at 20 µM; IC50 in µM for titrated hits; 290,000 compounds, 0.19% hits; in the data active = inhibition mostly above about 51%, no sharp cut-off; note: some results filed as inactive read as strong as hits
LYP inhibition: inhibitors of LYP phosphatase, biochemical, fluorescence intensity, uHTS (AID 1779) | 290,000 compounds, 0.054% hits | recombinant LYP phosphatase, fluorescence intensity; higher % means a stronger effect | Tyrosine-protein phosphatase non-receptor type 22 (Homo sapiens) | one-dose inhibition, % at 11.5 µM; IC50 in µM for titrated hits; in the data active = inhibition above about 50%;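 note: plate controls were vehicle with enzyme for no effect and no enzyme for full effect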
WT yeast gro inh mutant strain: recorded beside WT yeast gro inh, whose call it bears; inhibition, %; mitochondrial fusion phenotypic screen, mutant strain inhibition
Autophagy HCS cell loss 18 h: further read-out of Autophagy HCS, marked with its call; toxicity, %; measured here: cell loss, nuclei count;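 cell loss after 18 h compound exposure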
NTR1 agonist cell count 20 µM: further read-out of NTR1 agonist, marked with its call; cell count; measured here: cell count, cytotoxicity flag
Dengue-2 NS5 capping pilot replicate: second read-out of Dengue-2 NS5 capping, no call of its own (marks repeat the call); inhibition, %; measured here: pilot screen replicate inhibition
Active calls of the source: *; i = inactive; nt = not tested or not shown; [ ] = remark or other dose. The order is random; overall some 2.6% were active at least once.

SMILES	RSV antiviral HEp-2	WT yeast gro inh	WT yeast gro inh mutant strain	NTR1 agonist	NTR1 agonist cell count 20 µM	Dengue-2 NS5 capping	GPR35 arrestin U2OS	K1F lysis inhibition	Autophagy HCS	Autophagy HCS cell loss 18 h	AID2073	LYP inhibition	others
CC(=O)c1cccc(N(C(=O)Cn2nnc3ccccc32)C(C(=O)NC2CCCCC2)c2cn(C)nc2C)c1 (centres undefined)	-0.3%	10	23	0.2	41	-1%	-8%	4.2%	i	3	2%	0%
CCCn1c(N)c(C(=O)CN(C)CC(=O)Nc2ccccc2C(F)(F)F)c(=O)[nH]c1=O	1.5%	nt	nt	0.0	62	7%	nt	0.8%[50 µM]	nt	nt	nt	nt
Cc1cc(N)n(-c2ccc(S(=O)(=O)N3CCOCC3)cc2[N+](=O)[O-])n1	-0.9%	nt	nt	-0.7	69	6%	18%	1.1%[50 µM]	nt	nt	-9%	-8%
CCn1ncc(Br)c1C(=O)Nc1cc([N+](=O)[O-])ccc1C	2.0%	27	13	1.2	69	0%	11%	1.2%[50 µM]	i	14	-7%	-10%
c1ccc2nc(-c3nccs3)ccc2c1	3.6%	16	13	-1.5	54	-9%	-11%	3.0%	i	14	-4%	-1%
CCCCOC(=O)C1=C(C)NC(=O)NC1c1ccccc1 (centres undefined)	1.9%	nt	nt	-1.1	56	-8%	0%	0.1%	nt	nt	23%	-1%
CCOC(=O)c1cccc(S(=O)(=O)N2CCCC2)c1	1.3%	-4	-13	0.2	41	-1%	-14%	2.5%	i	1	1%	-1%
COCCn1c(SCC(=O)N2CCCCC2)nc2c([nH]c3ccccc32)c1=O	1.6%	nt	nt	1.0	67	0%	-10%	0.5%[50 µM]	nt	nt	1%	-6%
COCCn1nnnc1C(C(C)C)N(Cc1cccnc1)Cc1ccccc1Cl (centres undefined)	7.2%	4	19	-0.4	34	-7%	-4%	0.7%	i	-4	-1%	-3%
NC(=O)c1nsc(C(=O)N(c2cccc(F)c2)C(C(=O)NC2CCCC2)c2ccco2)c1N (centres undefined)	1.5%	nt	nt	-0.1	61	-1%	-2%	0.5%	nt	nt	9%	-13%
NS(=O)(=O)c1ccc(NC(=S)N2CCN(Cc3ccc(Cl)c(Cl)c3)CC2)cc1	11%	8	9	2.7	39	nt	-11%	nt	i	10	-23%	-2%
O=C(N/N=C/c1ccco1)C12CC3CC(CC(C3)C1)C2	-0.6%	2	8	-0.2	47	0%	-9%	-0.2%	i	8	1%	2%
CCOc1ccc(C(=O)NCCO)cc1	0.8%	0	5	2.2	77	-9%	0%	-0.1%	i	12	7%	4%
OCC(O)[C@@H](O[C@H]1O[C@H](CO)[C@@H](O)[C@H](O)[C@H]1O)[C@H](O)[C@@H](O)CO (some centres undefined)	3.8%	nt	nt	-1.3	64	-5%	nt	1.5%	nt	nt	nt	nt
Cc1cc(=O)[nH]c(SCC(=O)NC(c2ccccc2)c2ccccc2)n1	0.9%	-9	-1	-1.0	57	4%	7%	0.0%	i	-5	-2%	2%
CCN(CC(=O)Nc1ccc2c(c1)OCCO2)C(=O)CCOc1ccccc1	0.8%	nt	nt	-1.5	65	-1%	nt	0.6%[50 µM]	nt	nt	nt	nt
CCN1CCN(c2c(Cl)cccc2NC(=O)c2ccc([N+](=O)[O-])cc2)CC1	-1.3%	5	8	0.2	53	-16%	-6%	0.2%	i	21	1%	-8%
COc1ccc(C(=O)c2cnc[nH]2)cc1OC	1.4%	nt	nt	-0.2	57	-4%	-9%	0.4%	nt	nt	15%	-2%
COc1ccccc1C(=O)N/N=C/C(C)=C/c1ccccc1	2.3%	nt	nt	-0.1	63	nt	-11%	2.8%	nt	nt	12%	-6%
CSCCOC(=O)COc1ccc(/C=N/NC(=O)c2c(Cl)cnn2C)cc1	1.6%	nt	nt	6.0	32	1%	1%	-0.9%	nt	nt	2%	2%

Pulled by structure from the entries so far (2):
SMILES	RSV antiviral HEp-2	WT yeast gro inh	WT yeast gro inh mutant strain	NTR1 agonist	NTR1 agonist cell count 20 µM	Dengue-2 NS5 capping	GPR35 arrestin U2OS	K1F lysis inhibition	Autophagy HCS	Autophagy HCS cell loss 18 h	AID2073	LYP inhibition	others
CC(=O)c1cccc(N(C(=O)Cn2nnc3ccccc32)C(C(=O)NC2CCCCC2)c2cn(C)nc2C)c1 (centres undefined)	-0.3%	10	23	0.2	41	-1%	-8%	4.2%	i	3	2%	0%
Cc1cc(N)n(-c2ccc(S(=O)(=O)N3CCOCC3)cc2[N+](=O)[O-])n1	-0.9%	nt	nt	-0.7	69	6%	18%	1.1%[50 µM]	nt	nt	-9%	-8%

The list continues.
SMILES	RSV antiviral HEp-2	WT yeast gro inh	WT yeast gro inh mutant strain	NTR1 agonist	NTR1 agonist cell count 20 µM	Dengue-2 NS5 capping	GPR35 arrestin U2OS	K1F lysis inhibition	Autophagy HCS	Autophagy HCS cell loss 18 h	AID2073	LYP inhibition	others
Cc1ccnc2nc(C(=O)OCC(=O)Nc3ccc4c(c3)OC(F)(F)O4)nn12	-0.4%	4	-1	-0.2	36	-5%	-17%	0.3%	i	-4	1%	-7%
Cc1cc(C)nc(SCC(=O)Nc2ccc(Br)cn2)n1	4.5%	-23	9	-0.1	46	-7%	9%	0.1%	nt	nt	2%	-8%
COCCn1c(SCC(=O)NC2CC2)nnc1-c1ccc(Cl)cc1	0.5%	nt	nt	0.8	66	4%	nt	0.2%[50 µM]	nt	nt	nt	nt
CN(C)c1ccc(/C=N/NC(=O)CNC(=O)/C=C/c2ccco2)cc1	0.8%	nt	nt	-0.7	35	2%	3%	0.1%	nt	nt	-3%	6%
CNC(=O)c1ccsc1NC(=O)CS(=O)(=O)c1ccc(Cl)cc1	-0.3%	nt	nt	2.0	51	-13%	28%	0.0%	nt	nt	9%	-7%
O=C(CN1CCN(c2ccccc2)CC1)Nc1ccc(OCc2ccccc2)cc1	11%	38	51	0.3	79	-3%	8%	0.0%	i	-24	0%	2%
CCOC(=O)C1(Cc2ccccc2)CCCN(Cc2cccc(C(C)=O)c2)C1 (centres undefined)	1.6%	3	2	0.9	47	-10%	-8%	0.1%	i	12	-12%	-9%
COc1cc2nc(Nc3ccc(C)c(C)c3)nc(N)c2cc1OC	0.6%	nt	nt	25	40	-5%	18%	-0.3%	nt	nt	15%	-8%
O=C(NCc1ccco1)c1ccc2c(=O)n(Cc3ccco3)c(SCC(=O)N3CCCC3)nc2c1	0.4%	-1	-1	5.6	78	-3%	8%	-0.1%	i	8	17%	10%	Dengue-2 NS5 capping pilot replicate=-7.6
Cc1cc(C(=O)NC2CCCCC2)c(C)n1-c1ccc(F)cc1	0.5%	3	-9	0.4	70	0%	10%	2.6%[50 µM]	i	-2	-13%	-9%
COc1ccc(C2C(C(=O)N3CCN(c4ccc(OC)cc4)CC3)c3ccccc3C(=O)N2C)cc1 (centres undefined)	2.9%	6	2	-0.4	80	-4%	-2%	0.3%	i	0	-7%	-2%
CSc1ccccc1NC(=O)Cc1ccccc1	1.3%	14	-12	-1.2	58	-7%	-1%	0.2%	i	-5	4%	-11%
CC(OC(=O)CCc1nc2ccccc2[nH]c1=O)c1ccccc1 (centres undefined)	1.1%	4	-10	5.5	55	0%	1%	2.9%	i	-10	-3%	2%
COc1ccc(CNc2nc3ccccc3n2Cc2ccc(C)cc2)cc1OC	1.6%	20	-18	1.4	36	3%	16%	-0.1%[50 µM]	i	2	-4%	-5%
CC(NC(=S)NCc1ccc(F)cc1)C12CC3CC(CC(C3)C1)C2 (centres undefined)	21%	77*	57*	8.9	32	1%	-18%	1.0%	i	12	-19%	-4%
O=C1C(=O)c2ccccc2C(O)=C1c1cccc([N+](=O)[O-])c1	38%	nt	nt	-0.8	39	nt	-5%	nt	nt	nt	-7%	-3%
N/C(=N/O)c1nc(N2CCCCC2)nc(N2CCCCC2)n1	4.7%	25	3	0.9	67	1%	0%	2.7%	i	6	12%	-6%
CCCCn1c(N)c(N(CC)C(=O)c2cc(S(=O)(=O)N3CCCCCC3)ccc2OC)c(=O)[nH]c1=O	-1.9%	nt	nt	0.1	61	-3%	nt	0.1%[50 µM]	nt	nt	nt	nt
CCc1cc(=O)oc2c3c(cc(OCC(=O)NCCCCCC(=O)O)c12)OC(C)(C)CC3	1.1%	nt	nt	-0.9	93	1%	4%	0.6%[50 µM]	nt	nt	38%	-16%
CCOC(=O)c1cc(NC(=O)N2CCCCC2)c(C)nc1C	0.0%	1	-33	-0.7	51	4%	-2%	1.6%	i	-1	-7%	-3%
Cc1ccc(NC(=O)CCNC(=O)c2ccc([N+](=O)[O-])cc2)cc1S(=O)(=O)N(C)C	3.3%	1	-1	-0.3	55	0%	-6%	-3.8%	i	18	10%	6%
COc1ccc([C@H]2CC(=O)C=C(c3ccc(-c4ccccc4)c(F)c3)C2)cc1OC	1.9%	nt	nt	-2.3	54	-2%	nt	3.7%	nt	nt	nt	nt
CSc1nc(Cl)c(Cc2ccc(OC(C)C)cc2)c(N2CCOCC2)n1	6.1%	4	-6	7.4	40	-8%	4%	1.3%	i	5	6%	6%
Cc1cc(C)cc(N(CC(=O)N2CCCCCC2)S(C)(=O)=O)c1	1.6%	nt	nt	1.6	56	-4%	-13%	0.1%	nt	nt	5%	-15%
CN(C)CCNC(=O)c1ccc(COc2ccc(Cl)cc2Cl)cc1	-3.5%	4	6	0.9	22	-8%	22%	1.5%	i	17	-8%	-13%
CCOc1ccc(N(CC)S(=O)(=O)c2c(C)[nH]c(=O)[nH]c2=O)cc1	0.2%	nt	nt	2.0	78	3%	15%	0.1%	nt	nt	11%	-8%
CC(OC(=O)CCN1C(=O)C2CC=CCC2C1=O)C(=O)c1ccc(F)cc1 (centres undefined)	-0.3%	nt	nt	-0.6	67	-2%	nt	1.0%[50 µM]	nt	nt	nt	nt
CCN(CC)C(=O)C(=O)c1cccn1-c1cccc(Cl)c1C#N	2.1%	-4	-13	-1.9	63	4%	-9%	1.7%	i	-4	0%	-3%
Cc1cc(=O)oc2cc3c(cc12)OCCO3	3.0%	-12	4	1.6	77	-11%	2%	-0.3%	i	13	16%	-9%
COc1ccc(CN(Cc2cccn2C)C(=O)c2cc3cc(OC)ccc3[nH]2)cc1	11%	nt	nt	1.9	51	-8%	0%	0.7%	nt	nt	15%	5%
COC(=O)c1cc(C(=O)Nc2ccc(C)cn2)cc([N+](=O)[O-])c1	0.2%	-10	-20	-0.7	93	3%	-11%	0.0%	i	-20	1%	-5%
COc1ccc2c(c1)CC[C@@H]1[C@@H]2CC[C@]2(C)[C@@H](C(=O)O)C[C@@H]12	4.6%	nt	nt	-0.1	69	3%	nt	0.7%	nt	nt	nt	nt
Cc1ccc(CNC(=O)[C@H](C)[C@H]2C[C@]2(C)[C@H](NC(=O)OCc2ccccc2)c2ccccc2)o1	2.3%	9	-26	0.1	99	-13%	9%	-0.6%	i	-2	18%	1%
